Assay outcomes (PubChem BioAssay)
OX1R antag-1 = OX1R (HCRTR1) antagonists, primary screen, fluorescence, CHO/OX1R cells, Fluo-8 calcium, orexin A; inhibition, % at 5 µM; AID 434989, 2010; Orexin/Hypocretin receptor type 1 (Homo sapiens), O43613; 330,000 tested, 0.43% active; Fluo-8 calcium fluorescence;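 active means inhibition above its plate's threshold, mean inhibition of all tested compounds on the plate plus 3 SD, cut at about 37% in these data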;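 further: 0% = orexin A challenge wells and 100% = SB-334867-A antagonist wells; not every result past the cut was called active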
Target sequence (O43613 whole entry, looked up): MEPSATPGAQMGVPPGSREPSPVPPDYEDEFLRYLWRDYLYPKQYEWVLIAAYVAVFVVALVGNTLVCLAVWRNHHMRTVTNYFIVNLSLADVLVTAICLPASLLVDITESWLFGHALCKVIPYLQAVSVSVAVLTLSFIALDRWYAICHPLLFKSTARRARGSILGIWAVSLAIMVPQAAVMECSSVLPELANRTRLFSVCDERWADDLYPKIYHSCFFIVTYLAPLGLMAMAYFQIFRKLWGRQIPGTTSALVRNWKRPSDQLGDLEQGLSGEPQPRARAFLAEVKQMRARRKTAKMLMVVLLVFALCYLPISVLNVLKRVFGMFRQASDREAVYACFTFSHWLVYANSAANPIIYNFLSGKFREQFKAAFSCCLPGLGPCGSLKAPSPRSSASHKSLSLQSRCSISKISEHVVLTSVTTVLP
CHT allo act = CHT positive allosteric modulators, primary screen, cell-based, membrane potential dye, choline EC20 | High affinity choline transporter 1 (Homo sapiens), Q9GZV3 | CHT-expressing cells; stronger effect = higher value; LV-AA mutant CHT in HEK293 cells | B-score at 10 µM | 310,000 tested, 0.49% active | AID 488977, 2010;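 active means initial fluorescence not abnormally high and integrated response B-score, plate-corrected, over 3 SD above library mean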
Target sequence (Q9GZV3 whole entry, looked up): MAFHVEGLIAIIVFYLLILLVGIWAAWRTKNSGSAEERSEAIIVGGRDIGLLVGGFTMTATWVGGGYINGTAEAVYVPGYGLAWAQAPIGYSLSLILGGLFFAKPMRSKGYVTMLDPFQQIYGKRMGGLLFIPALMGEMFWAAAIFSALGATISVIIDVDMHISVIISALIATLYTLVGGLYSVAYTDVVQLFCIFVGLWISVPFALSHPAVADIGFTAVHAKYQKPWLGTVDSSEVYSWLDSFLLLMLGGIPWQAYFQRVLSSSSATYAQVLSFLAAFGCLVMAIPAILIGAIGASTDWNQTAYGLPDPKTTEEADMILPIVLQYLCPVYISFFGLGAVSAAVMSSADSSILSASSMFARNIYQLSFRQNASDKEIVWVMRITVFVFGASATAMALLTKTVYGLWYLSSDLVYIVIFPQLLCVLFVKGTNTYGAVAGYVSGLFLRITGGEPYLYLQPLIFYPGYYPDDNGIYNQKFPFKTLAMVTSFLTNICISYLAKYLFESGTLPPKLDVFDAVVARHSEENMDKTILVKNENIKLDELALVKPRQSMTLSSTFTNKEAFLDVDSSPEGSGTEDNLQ
OX1R antag-2 = antagonists of human orexin 1 receptor (OX1R); inhibition, % at 6.6 µM; AID 485270, 2010; Orexin/Hypocretin receptor type 1 (Homo sapiens), O43613; 330,000 tested, 1.8% active; OX1R-expressing cells, FRET antagonist read-out; in the data active means inhibition mostly above about 38%, no sharp cut-off; inactive means mostly below about 40%;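 further: 0% = agonist challenge alone and 100% = reference antagonist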
Active calls of the source: *; i = inactive; nt = not tested or not shown.

Values run as follows: OX1R antag-1, CHT allo act, OX1R antag-2
- CCn1cc(CN(C)C(=O)/C=C/c2ccc([N+](=O)[O-])cc2)c(C)n1
→ 0, i, 92*
- CCOc1cc(NC(=O)c2cccs2)c(OCC)cc1NC(=O)c1cccnc1
→ -26, i, 17
- O=C(N/N=C/c1cc(Br)cs1)c1ccccc1[N+](=O)[O-]
→ -8, i, 39
- COc1ccc(C2Nc3ccccc3C(=O)N2Cc2ccccc2)cc1 (stereo unspecified)
→ -16, i, -6
- Cc1cccc(C)c1NC(=O)CNC(=O)c1c(C)nn(-c2ccccc2)c1Cl
→ -17, i, 17
- CCOc1cc(N2CCOCC2)c(OCC)cc1NC(=O)c1cc(S(=O)(=O)N2CCOCC2)ccc1C
→ 0, nt, 16
- O=c1[nH]cccc1-c1nc2ccccc2[nH]1
→ -4, i, -3
- NC(Cc1ccc(Oc2ccc(O)cc2)cc1)C(=O)O (stereo unspecified)
→ 3, i, 11
- O=C(CN(C(=O)c1csnn1)c1ccc(F)cc1)NCCc1ccccc1
→ -25, i, 21
- CCn1c(SCC(=O)N/N=C/c2ccc(O)c(OC)c2)nc2ccccc21
→ -19, i, 13
- N#C/C(=C/c1cc[nH]c1)C(N)=S
→ -3, i, 33
- O=C(CNCc1ccccn1)Nc1cc(C(F)(F)F)ccc1N1CCOCC1
→ -13, i, 21
- COc1cccc(NC(=O)Cn2c(CCC(=O)O)ccc2-c2ccc(C)cc2)c1
→ -17, i, 19
- COCCCNCCC(CCC(C)C)c1ccc2c(c1)OCO2 (stereo unspecified)
→ -31, i, 0
- N#C/C(=C/c1ccccc1[N+](=O)[O-])C(=O)NCc1ccco1
→ -5, i, 17
- CCOc1ccc(NC(=O)C(C)Oc2ccc(C#N)cc2)cc1S(=O)(=O)N1CCCC1 (stereo unspecified)
→ -9, nt, -3
- COc1cc(/C=C2\SC(=S)N(CCC(=O)Nc3ccc(O)cc3)C2=O)cc(OC)c1OC
→ -24, i, 12
- COc1ccc(NC(=O)Nc2cc(C)ccc2F)cc1OC
→ -29, i, 10
- CCNc1nc(N)nc(Oc2ccc(OCCOc3ccccc3)nn2)n1
→ -21, i, 21
- COc1ccccc1NC(=O)CN1CCN(CC(=O)Nc2ccc(OC)c(OC)c2)CC1
→ -3, i, 16
- Cc1ccc(S(=O)(=O)N2CCN(C(=O)c3ccccc3)CC2)cc1
→ -25, i, 5
- CC(=O)Nc1ccc(S(=O)(=O)NCCC(=O)Nc2ncccc2C)cc1
→ 4, i, 5
- O=C(NNc1cccc(Cl)n1)c1ccc(Cl)cc1Cl
→ -5, i, 7
- CCN(CC)c1ccc(NC(=O)c2ccc3c(c2)OCO3)c(C)c1
→ -14, i, 4
- Cc1ccc(NC(=O)COc2nc(C)cs2)cc1
→ -5, i, 5
- O=C(COC(=O)CSc1ccccc1)NCCNC(=O)COC(=O)CSc1ccccc1
→ -12, i, 11
- COC(=O)C1=C(C)NC(=O)CC1c1ccccc1OC (stereo unspecified)
→ -24, i, 6
- CCOC(=O)c1ccc(NS(=O)(=O)c2cc(C)ccc2OC)cc1
→ -20, i, 9
- CCOC(=O)CSc1nc2ccc(N3CCOCC3)cc2c(=O)n1Cc1ccccc1
→ -22, i, 13
- O=C(CO)C(O)C(O)C(O)CO (stereo unspecified)
→ 1, i, 15

In the list so far, 2 contain a COOH group.
Values run as follows: OX1R antag-1, CHT allo act, OX1R antag-2
- NC(Cc1ccc(Oc2ccc(O)cc2)cc1)C(=O)O (stereo unspecified)
→ 3, i, 11
- COc1cccc(NC(=O)Cn2c(CCC(=O)O)ccc2-c2ccc(C)cc2)c1
→ -17, i, 19

Other records
Values run as follows: OX1R antag-1, CHT allo act, OX1R antag-2
- Cc1ccccc1-n1nc2c(c1NC(=O)c1c(-c3ccccc3Cl)noc1C)CS(=O)(=O)C2
→ -21, i, 11
- CCCNC(=O)COC(=O)c1c2c(nc3ccccc13)CCC2
→ -40, i, 24
- CCCCNC(=O)CN1C(=O)NC(Cc2ccccc2)(Cc2ccccc2)C1=O
→ 5, i, 28
- CCc1cccc2c1NC(=O)[C@]21[C@@H]2C(=O)N(Cc3ccccc3)C(=O)[C@@H]2[C@@H]2CCCN21
→ -29, i, 5
- C#CCN(CC=C)C(=O)C1CCC(=O)N(CCCc2ccccc2)C1 (stereo unspecified)
→ -16, i, 6
- CCOc1ccc(NC(=O)N(Cc2ccc(C)cc2)Cc2ccccn2)cc1
→ -42, i, 6
- Cc1ccc(C)c(OCC(=O)Nc2ccc(S(=O)(=O)Nc3ncccn3)cc2)c1
→ -10, i, 17
- CC(NC(=O)CNC(=O)C(Cc1ccccc1)NC(=O)OCc1ccccc1)C(N)=O (stereo unspecified)
→ -6, i, 20
- Cc1cccc(NC(=O)Cn2nc([N+](=O)[O-])c(Br)c2C)n1
→ -23, i, 13
- NNC(=O)/C(=C\c1cccs1)NC(=O)c1ccccc1
→ -34, i, 14
- O=C(CCCn1c(=S)[nH]c2cc3c(cc2c1=O)OCO3)N1CCc2ccccc2C1
→ -10, i, 12
- CCOC(=O)CSc1nnc(NC(=O)c2cc([N+](=O)[O-])cc([N+](=O)[O-])c2)s1
→ -28, i, 32
- Cc1nc(SCC(=O)N2CCOCC2)c2c(=O)n(C)c(=O)n(CC(C)C)c2n1
→ -27, nt, 10
- Cc1cc(F)ccc1NCC(=O)Nc1ccccc1Br
→ -16, i, 5
- COc1ccccc1CNC(=O)CN1CCN(c2ccc(C(C)=O)cc2)CC1
→ -3, i, 9
- COC(=O)C1=C(C)N(CCCC(=O)O)C(=O)NC1c1ccc2c(c1)OCO2 (stereo unspecified)
→ -18, i, 23
- O=C(NCCOC(=O)c1cccs1)c1cccnc1
→ -11, i, 7
- O=C(Nc1cccc(S(=O)(=O)N2CCCCC2)c1)C1CC(=O)N(Cc2ccccc2)C1 (stereo unspecified)
→ 0, nt, -6
- CC(C)Cn1c(SCC(=O)NCc2ccco2)nnc1-c1ccncc1
→ -9, i, 19
- CC1(C)CC(=O)C([N+](=O)[O-])=C(NCCCC(=O)O)C1
→ -4, i, 11
- Cc1csc(NC(=O)CSC2=NS(=O)(=O)c3ccccc3N2)n1
→ 4, i, 7
- O=C(COc1ccccc1Cl)N1CCCCCCC1
→ -16, i, 8
- Cc1ccc(C)c(NC(=S)NC(=O)c2cncc(Br)c2)c1
→ -21, i, -2
- CC1=NN(S(=O)(=O)c2ccc(F)cc2)C(=O)c2ccccc2O1
→ -16, i, 17
- C=CCn1c(-c2cccnc2Cl)nc2ccccc21
→ -2, i, 12
- CCN(Cc1ccccc1)S(=O)(=O)c1c(C)[nH]c(C)c1C(=O)N1CCCC1
→ -15, i, 9
- CC(C)OCCCNC(=O)CN1CCN(Cc2ccccc2Cl)C1=O
→ -5, i, 33
- O=C(Nc1nc2ccccc2[nH]1)c1cccc([N+](=O)[O-])c1
→ -13, i, 22
- Cn1c(-c2cccc([N+](=O)[O-])c2)cnc1NCc1cccc([N+](=O)[O-])c1
→ -27, i, 17
- COc1ccc(CNC(=O)CSc2nc3[nH]ncc3c(=O)n2-c2ccccc2Br)cc1
→ -22, i, 10
- CC(C)CC(=O)NCCNC(=O)c1cc(OCC(F)(F)F)ccc1OCC(F)(F)F
→ -7, i, 15
- O=C(O)CCC(=O)N1CCN(S(=O)(=O)c2cccs2)CC1
→ 0, i, 0
- Cc1cccc(CC2CC(=O)N(c3ccc(C)cc3Br)C2=O)c1 (stereo unspecified)
→ -13, i, 19
- COc1ccccc1NC(=O)Nc1nc(CC(=O)Nc2ccc(OC)c(OC)c2)cs1
→ -27, i, 20
- O=C(Nc1nc(-c2ccccc2)c(C(=O)c2ccccc2)s1)c1ccc(S(=O)(=O)N2CCCC2)cc1
→ -9, i, 17
- O=C(CSc1ccncc1)Nc1ccc2ccccc2c1
→ -26, i, 9
- CN1C2CCC1CC(NC(=O)c1cccc(C(F)(F)F)c1)C2 (stereo unspecified)
→ -5, i, -7
- CCN1CCc2c(OCC(=O)Nc3ccc4c(c3)OCCO4)cccc2C1=O
→ -22, i, 19
- CCOC(=O)c1ccc(NC(=O)CSc2nnc(CNC(=O)c3ccco3)o2)cc1
→ -24, i, 17
- O=S(=O)(Nc1ccc(S(=O)(=O)Nc2ncccn2)cc1)c1ccccc1
→ -5, i, 12
- Cc1ccccc1C(=O)c1cccn1CC(=O)NCCCN1CC(C)CC(C)C1 (stereo unspecified)
→ -32, i, 6
- Cc1ccc(C)c2[nH]c(=O)c(CCNS(=O)(=O)c3ccccc3)cc12
→ -20, i, 14
- CCOc1ccc(CCNC(=O)c2ccc(CS(=O)Cc3ccc(Cl)cc3)o2)cc1OCC (stereo unspecified)
→ -7, i, 8
- CN1CCN(c2ccccc2NC(=O)c2ccc(-c3cccc(Cl)c3)o2)CC1
→ -49, i, 21
- N#C/C(=C\c1c(N2CCCCCC2)nc2ccccn2c1=O)C(=O)NC1CCS(=O)(=O)C1 (stereo unspecified)
→ -12, i, 19
- Cc1ccc(NC(=O)CCn2nnc3ccccc32)c(C)c1
→ -31, i, 12
- COc1ccc(NS(=O)(=O)c2cccc3nsnc23)cc1Cl
→ -24, i, 12
- COc1ccc(C2Nc3ccccc3C(=O)N2Cc2ccccc2)cc1CSc1ccccn1 (stereo unspecified)
→ -15, i, 26
- CCOc1ccc(NC(=O)c2cccc(NC(=O)c3ccccc3)c2)cc1
→ -4, i, 23
- CC(=O)c1c(C)[nH]c(C(=O)OCc2nnc(-c3ccc([N+](=O)[O-])cc3)o2)c1C
→ 10, nt, 15
- COc1cccc(CN2CCCCC2C(=O)O)c1 (stereo unspecified)
→ -11, i, 15
- CC1CN(C(=O)c2cc(COc3c(F)cccc3F)on2)CCN1C (stereo unspecified)
→ -10, i, 22
- CCN(c1ccc(F)cc1)S(=O)(=O)c1cccc2nsnc12
→ -28, i, 8
- O=C(NNC1=Nc2ccccc2SC1)c1ccc(Cl)cc1
→ -4, i, 21
- O=C(CCCC(=O)NCC1CCCO1)NCC1CCCO1 (stereo unspecified)
→ -8, i, 8
- O=C(c1cc(COc2ccc(F)c(F)c2)on1)N1CCOCC1
→ -5, i, 18
- C#CCNC(=O)C1=C[C@@H](C2CC2)[C@H](CCCO)[C@@H](OCC)O1
→ -3, i, 0
- Cn1c2cc(C#N)sc2c2cnn(Cc3ccc(F)cc3)c(=O)c21
→ -9, nt, 5
- CN1C2CCC1CC(OC(c1ccccc1)c1ccccc1)C2 (stereo unspecified)
→ -12, i, 0
- Cc1ccc(Cl)c(OCCCCN(C)Cc2ccccc2)c1
→ -30, i, 10

In another format: four of the compounds above
Molecule: COc1ccccc1NC(=O)Nc1nc(CC(=O)Nc2ccc(OC)c(OC)c2)cs1
  OX1R antag-1: -27	CHT allo act: i	OX1R antag-2: 20

Molecule: N#C/C(=C\c1c(N2CCCCCC2)nc2ccccn2c1=O)C(=O)NC1CCS(=O)(=O)C1 (stereo unspecified)
  OX1R antag-1: -12	CHT allo act: i	OX1R antag-2: 19

Molecule: O=C(Nc1nc(-c2ccccc2)c(C(=O)c2ccccc2)s1)c1ccc(S(=O)(=O)N2CCCC2)cc1
  OX1R antag-1: -9	CHT allo act: i	OX1R antag-2: 17

Molecule: CCOc1ccc(CCNC(=O)c2ccc(CS(=O)Cc3ccc(Cl)cc3)o2)cc1OCC (stereo unspecified)
  OX1R antag-1: -7	CHT allo act: i	OX1R antag-2: 8

Following part.
Values run as follows: OX1R antag-1, CHT allo act, OX1R antag-2
- CCOc1cc(/C=C(/NC(C)=O)C(=O)O)cc(Cl)c1OCc1ccc(Br)cc1
→ -11, i, 6
- O=C(CCNC(=O)c1ccccc1)OCC(=O)c1cccc(Cl)c1
→ -20, i, 27
- CC(=O)c1sc(-c2ccccc2)nc1C
→ -9, i, 8
- CCCCc1cc(=O)oc2cc(OCC(=O)N(CC)CC)ccc12
→ -23, i, 11
- COc1ccc(CNC(=O)c2sc3nc4c(c(C(F)(F)F)c3c2N)CCC4)cc1OC
→ -30, i, 11
- O=[N+]([O-])c1ccc(-n2nnnc2-c2ccccc2)c([N+](=O)[O-])c1
→ -15, i, 60
- O=C(CCCCCn1c(=S)[nH]c2cc3c(cc2c1=O)OCO3)NCCc1ccccc1
→ -16, i, 17
- Cn1c(=O)n(CC(=O)O)c(=O)c2c1nc1n2CCCN1CCc1ccccc1
→ 3, i, 3
- COCCNC(=S)N/N=C/c1c(C)[nH]c2ccccc12
→ -1, i, 9
- COC(=O)[C@@]12CCCCN1[C@H](c1ccc(-c3ccc(OC)cc3)cc1)[C@@H]1C(=O)N(C)C(=O)[C@@H]12
→ -3, i, 6
- Cc1ccc(N2CCN(CC(O)COc3ccccc3)CC2)cc1 (stereo unspecified)
→ -27, i, 7
- CCOC(=O)C(=O)Nc1ccccc1C(=O)OC
→ -8, i, 17
- COc1ccc(N2CCN(C(=O)C3CCC(Cn4c(=S)[nH]c5ccccc5c4=O)CC3)CC2)cc1 (stereo unspecified)
→ -16, i, 7
- O=C(C1CCCC1)N1CCC(CO)(Cc2ccccc2Cl)CC1
→ -23, i, 10
- Cc1nc([N+](=O)[O-])cn1CC(O)c1ccccc1 (stereo unspecified)
→ -10, i, 16
- Cc1ccc(NC(=S)NCc2ccccc2)c(C)c1
→ -25, i, 10
- O=C(NCc1ccccc1)/C(=C\c1ccccc1)NC(=O)c1ccco1
→ -12, i, 4

Random draw from the library; about 2.5% have a hit in one of these screens.
